Source: PubChem
RNase H inhibition = RNase H inhibition, HIV 1 Gag Pol polyprotein, FRET biochemical assay, screening (AID 372) | HIV-1 RT RNase H, FRET RNA/DNA substrate fluorescence; higher % means a stronger effect | inhibition, % at 10 µM, or IC50 in µM where a hit was titrated | 0.77% of 100,000 active; in the data active means inhibition above about 50%
The depositor's hits bear a star. This is a subset; the hit share may differ from the screen's.

SMILES	RNase H inhibition
CCOC(=O)c1ccc(N2NC(=O)/C(=C/c3ccc(OC)cc3)C2=O)cc1	3%
CCOc1cc(C2C(C(=O)OC(C)C)=C(C)NC3=C2C(=O)CC(c2ccccc2)C3)ccc1OC(C)=O (configuration not stated)	4%
O=[N+]([O-])c1ccc(/C=N/Nc2nnc3c(n2)[nH]c2ccccc23)o1	6%
Cc1cc(C)c(NC(=O)Cn2cnc3c2c(=O)n(C)c(=O)n3C)c(C)c1	15%
C/C(=N\NC(=O)C(N)=O)c1ccc(C)cc1	7%
N#CC1=C(N)Oc2cc(N)ccc2C1c1ccc(Cl)c(Cl)c1 (configuration not stated)	23%
CCOc1ccc(Nc2nc(O)c(C3=c4cc(Br)ccc4=NC3=O)s2)cc1	12%
COc1ccc(C)cc1NC(=O)COc1ccc(Cl)cc1C	14%
COc1ccc(C)cc1NC(=O)CN(c1cc(C)cc(C)c1)S(C)(=O)=O	13%
C#CCn1c(-c2nonc2N)nc2ccccc21	41%
CCc1ccc(-c2cc(C(=O)N3CCN(c4cccc(Cl)c4)CC3)c3ccccc3n2)cc1	3%
O=C(NCCO)c1ccc(CSc2nc3sc4c(c3c(=O)[nH]2)CCCC4)cc1	10%
C#CCSc1nc2c(cc1C#N)CCCCC2	11%
COc1ccc(COCC(O)CN2CC(C)OC(C)C2)cc1OC (configuration not stated)	0%
CCOc1ccc(C(=O)COC(=O)c2cccc(I)c2)cc1	5%
COc1ccc(C(=O)NC(=S)Nc2ccc([N+](=O)[O-])cc2)cc1OC	4%
CC1=C(C(=O)Nc2ccc(Br)cc2)C(c2ccccc2)NC(=O)N1 (configuration not stated)	18%
COc1cc(C(=O)N2CCN(C3C4CC5CC(C4)CC3C5)CC2)cc(OC)c1OC (configuration not stated)	12%
NC(=O)c1cc2nc(-c3ccc(Cl)cc3)cc(C(F)(F)F)n2n1	2%
Brc1ccc(Sc2nc3ccccc3[nH]2)cc1	8%
CCOc1ccccc1NC(=O)c1c(NC(=O)c2ccccc2F)sc2c1CCC(C)C2 (configuration not stated)	0%
CC(=O)Oc1ccccc1C(=O)Oc1ccc(/C=N/n2cnnc2)cc1	8%
COc1cccc(N2C(=O)C=C(C)C2=O)c1	0%
Cc1ccc(-c2n[nH]c(=O)c3ccccc23)cc1S(=O)(=O)NC(C)C	2%
CCOc1c(O)cc2c(C)cc(=O)oc2c1OCC	5%
O=C(/C=C\c1ccccc1)Nc1ccc2nn(-c3ccc(F)cc3)nc2c1	49%
CN(C)c1ccc(NS(=O)(=O)c2ccccc2[N+](=O)[O-])cc1	5%
Cc1ncc(C[n+]2csc(CCOC(=O)CC34CC5CC(CC(C)(C5)C3)C4)c2C)c(N)n1	9%
O=C(CCCN1C(=O)/C(=C\c2cccs2)SC1=S)Nc1ccccc1Br	35%
COc1ccc(OC)c(C2NC(=O)NC(C)=C2C(=O)OCC(F)(F)F)c1 (configuration not stated)	10%
O=C(Nc1nc(-c2ccccc2)cs1)c1ccc(-c2cccc(Cl)c2)o1	13%
COc1cc(C(=O)NC(=S)Nc2cc(C)ccc2C)cc(OC)c1OC	24%
COC(=O)c1nnn(-c2cc3nccnc3cc2F)c1C(=O)OC	0%
O=C1NC(=Nc2ccccc2)SC1Cc1cccc([N+](=O)[O-])c1 (configuration not stated)	0%
CC1(C)CC(NC(=O)c2cc([N+](=O)[O-])ccc2Cl)CC(C)(C)N1	8%
Cc1cc(C)c(C2N(Cc3ccccc3)CCN2Cc2ccccc2)c(C)c1	2%
O=C(Nc1ccccc1)/C(=C\c1ccccc1Cl)NC(=O)c1ccccc1	2%
O=[N+]([O-])c1ccc(-c2ncnn2-c2ccc(Br)cc2F)cc1	3%
CC1=CCC(/C(C)=N\NC(=O)CCC(=O)Nc2ccccc2)CC1 (configuration not stated)	2%
O=C(CSCC(=O)Nc1ccc([N+](=O)[O-])cc1)Nc1ccccc1	8%

Entries above containing a thiophene ring, fused or not:
SMILES	RNase H inhibition
O=C(NCCO)c1ccc(CSc2nc3sc4c(c3c(=O)[nH]2)CCCC4)cc1	10%
CCOc1ccccc1NC(=O)c1c(NC(=O)c2ccccc2F)sc2c1CCC(C)C2 (configuration not stated)	0%
O=C(CCCN1C(=O)/C(=C\c2cccs2)SC1=S)Nc1ccccc1Br	35%

Some of the entries above, set out differently.
SMILES | RNase H inhibition
COc1cc(C(=O)N2CCN(C3C4CC5CC(C4)CC3C5)CC2)cc(OC)c1OC (configuration not stated) | 12%
NC(=O)c1cc2nc(-c3ccc(Cl)cc3)cc(C(F)(F)F)n2n1 | 2%
Brc1ccc(Sc2nc3ccccc3[nH]2)cc1 | 8%
CCOc1ccccc1NC(=O)c1c(NC(=O)c2ccccc2F)sc2c1CCC(C)C2 (configuration not stated) | 0%
CC(=O)Oc1ccccc1C(=O)Oc1ccc(/C=N/n2cnnc2)cc1 | 8%

2 entries from above, as a markdown table:
| structure | RNase H inhibition |
| --- | --- |
| O=C1NC(=Nc2ccccc2)SC1Cc1cccc([N+](=O)[O-])c1 (configuration not stated) | 0% |
| CC1(C)CC(NC(=O)c2cc([N+](=O)[O-])ccc2Cl)CC(C)(C)N1 | 8% |

(further entries)
SMILES	RNase H inhibition
COc1cc(Br)c(/C=N/Nc2ccc(Br)cc2)cc1OC	13%
O=C(O)C1CCCCC1C(=O)Nc1nc(-c2ccc([N+](=O)[O-])cc2)cs1 (configuration not stated)	0%
COc1ccc(NS(=O)(=O)c2ccc(F)cc2)c([N+](=O)[O-])c1	0%
Cc1ccc(-c2nc3sc4c(c3c(=O)[nH]2)CCCC4)cc1	1%
Cc1cc(=O)[nH]c(SCC(=O)Nc2ccc(S(N)(=O)=O)cc2)n1	7%
O=C(c1cccc(Br)c1)N1CCN(c2ccc(Cl)cc2[N+](=O)[O-])CC1	18%
COc1ccc(OCC(=O)Nc2cc(OC)ccc2OC)cc1	0%
CCc1ccc(N2N=C(C)/C(=C\c3cc(OC)c(O)c(OC)c3)C2=O)cc1	24%
CN1C(=O)NC(=O)/C(=C/c2ccc(O)c(Br)c2)C1=O	10%
O=C(Nn1cnnc1)c1ccc(F)cc1	12%
Cc1ccc(N(CC(=O)N2CCC(Cc3ccccc3)CC2)S(=O)(=O)c2ccccc2)cc1	35%
COC(=O)c1ccc(-n2c(C)cc(/C=C(/C#N)C(=O)NCc3ccccc3)c2C)cc1	7%
Nc1cccc(-c2nnc(-c3ccccc3)o2)c1	3%
COc1ccc(OC)c(NC(=O)c2cnccn2)c1	6%
O=C(Nc1ccc(O)c(-c2nc3ccccc3s2)c1)c1cc([N+](=O)[O-])ccc1Cl	12%
CCOC(=O)NC(Nc1cc(F)ccc1C)(C(F)(F)F)C(F)(F)F	6%
Nc1c(Cl)cc(-c2nc3ccccc3o2)cc1Cl	0%
COc1ccc(-c2csc(/C(C#N)=C\Nc3ccc(F)cc3)n2)cc1OC	25%
CSCCC1NC(=S)N(c2ccccc2)C1=O (configuration not stated)	5%
CCOc1ccccc1NC(=O)c1ccc(-c2ccccc2)cc1	19%
CC1(C)CC(N(CCCO)C(=O)c2ccco2)CCO1 (configuration not stated)	5%
O=S(=O)(c1ccc(Br)cc1)N(Cc1ccccc1)Cc1ccccc1	23%
O=C1C(=O)N(CN2CCOCC2)c2ccc(Br)cc21	18%
C=CCn1c(SCC(=O)NCCCO)nc2sc3c(c2c1=O)CCC3	4%
CC(=O)Nc1ccc(NC(=S)NC(=O)/C=C/c2ccccc2)cc1	17%
CC(=O)c1cccc(NS(=O)(=O)c2ccc(Cl)cc2)c1	0%
CCC(C)(C)C1CCc2c(sc(NC(=O)c3cc(-c4cccc(C)c4)nc4ccccc34)c2C(=O)OC)C1 (configuration not stated)	1%
COc1ccc(C2CC(=O)Nc3c2ccc2ccccc32)c(OC)c1OC (configuration not stated)	11%
CCN(Cc1ccccc1)C(=O)/C=C/c1ccccc1Cl	7%
CC1CN(c2nc(-c3ccc(Cl)cc3)nc3ccccc23)CC(C)O1 (configuration not stated)	11%
COc1ccc(CN(C(=O)c2cccc(F)c2)C2CC(=O)N(c3ccccc3)C2=O)cc1 (configuration not stated)	14%
CCOc1cccc(NC(=O)/C(C#N)=C/c2ccc(-c3ccc(C(=O)O)c(Cl)c3)o2)c1	9%
CC1CCN(Cn2[nH]c(=O)ccc2=O)CC1	12%
Clc1cc(Nc2c3ccccc3nc3ccccc23)ccc1Oc1ccc2ccccc2c1Cl	29%
CCOC(=O)C1=C(C)N=c2s/c(=C\c3ccc(I)cc3)c(=O)n2C1c1ccc(OC)cc1OC (configuration not stated)	3%
COc1ccc(S(=O)(=O)NCc2ccncc2)cc1Br	13%
COC(=O)/C(=C/C(C#N)=C/N(C)C)C(C)=O	14%
CS(=O)(=O)N(CC(=O)NCc1ccccc1)c1ccc(Oc2ccccc2)cc1	20%
O=C(Nc1ccccc1[N+](=O)[O-])c1ccc(N2C(=O)CCC2=O)cc1	2%
C=CCN1C(=O)/C(=C\c2c(Cl)cccc2Cl)SC1=S	20%
COc1cc(/C=C2/SC(=S)N(c3ccccc3)C2=O)ccc1OC(=O)c1cccs1	0%
O=C(Nc1ccccc1C(=O)O)c1cccc(NC(=O)C(c2ccccc2)c2ccccc2)c1	0%
Cc1cc(=O)oc2c1c(C)nn2-c1cccc(C(F)(F)F)c1	8%
OC(COCc1ccccc1)CN1CCN(c2ccc(F)cc2)CC1 (configuration not stated)	17%
Cc1cccc(NC(=O)c2ccccc2)c1	3%
Cc1ccc2c(C)nc(Nc3nc(C)c(C)c(=O)[nH]3)nc2c1	0%
COc1cc(N)c(Cl)cc1NC(=O)c1ccc(Cl)cc1	11%
Cc1cc(C)nc(/N=C(/N)Nc2ccc3ccccc3c2)n1	9%
N#C/C(=C/c1cn(-c2ccccc2)nc1-c1cc2c(ccc3ccccc32)oc1=O)C(N)=O	2%
CC(=O)N(C)c1ccc(NC(=O)c2ccc(C(=O)Nc3ccc(N(C)C(C)=O)cc3)cc2)cc1	0%
CCOc1ccc(C(=O)Nc2cc3nn(-c4ccc(C)cc4)nc3cc2C)cc1	7%
Cc1cc2nc3s/c(=C/c4ccc(-c5ccc(Cl)cc5)o4)c(=O)n3c2cc1C	2%
COc1ccc(S(=O)(=O)Nc2ccc(Oc3ccccc3)cc2)cc1	7%
O=C(Nc1cccc(Cl)c1)/C(=C\c1cccs1)NC(=O)c1cccs1	8%
O=C(NC1CCCCCC1)c1ccc([N+](=O)[O-])cc1Cl	4%
CC1(C)CC(=O)C2=C(C1)OC(N)=C(C#N)C21C(=O)Nc2ccc([N+](=O)[O-])cc21 (configuration not stated)	0%
COc1ccc(/C=C/C(=O)Nc2ncc(Cc3ccccc3Cl)s2)cc1	54%*
C/C(=C\c1ccccc1)CN1CCC(C(=O)NC2CCCCCC2)CC1	8%
COC(=O)c1c(-c2ccc(C(C)C)cc2)csc1N	23%
CCOc1ccc(C(=O)NCc2ccco2)cc1	8%

2 compounds picked at random from the list so far, as already listed:
SMILES	RNase H inhibition
C/C(=C\c1ccccc1)CN1CCC(C(=O)NC2CCCCCC2)CC1	8%
Cc1cc2nc3s/c(=C/c4ccc(-c5ccc(Cl)cc5)o4)c(=O)n3c2cc1C	2%

Continued:
SMILES	RNase H inhibition
C=CCN1C(=O)/C(=C\c2cc(Cl)c(O)c(Cl)c2)SC1=S	25%
O=C1C(=O)N(Cc2ccccc2)C(c2ccccc2F)/C1=C(/O)c1ccccc1 (configuration not stated)	2%
N#Cc1cccc(N=Cc2cccc(Cl)c2Cl)c1	23%
O=C(CCc1ccccc1)N/N=C/c1cccc(Cl)c1Cl	21%
CC(C)COc1ccc2[nH]c3c(c2c1)CCCC3=O	2%
CCOC(=O)C1=C(C)N=c2s/c(=C\c3ccccc3Cl)c(=O)n2C1c1c(OC)ccc2ccccc12 (configuration not stated)	18%
Clc1cc(Nc2c3ccccc3nc3ccccc23)ccc1Oc1ccc2ccccc2c1Br	24%
COC(=O)c1ccc(NC(=O)C(C)C)cc1	0%
CC1=C(C(=O)OCCc2ccccc2)C(c2cccc(F)c2)NC(=O)N1 (configuration not stated)	26%
O=C(c1cc2n(n1)C(C(F)(F)F)CC(c1ccccc1)N2)N1CCOCC1 (configuration not stated)	4%
COc1ccc(/C=N/NC(=O)c2cccc(Cl)c2)c2ccccc12	14%
COc1ccc(S(=O)(=O)N(CC(=O)N2CCCCCC2)c2ccc(C)cc2)cc1Br	12%
O=C1NN(c2ccc(Cl)cc2)C(=O)/C1=C\c1ccc(-c2ccc(Cl)cc2Cl)o1	6%
O=C(COc1ccc2ccccc2c1)N/N=C/c1ccc([N+](=O)[O-])cc1	6%
Brc1cccc(/C=C/C=Nc2cccc(-c3nc4ccccc4s3)c2)c1	11%
O=[N+]([O-])c1cccc(-c2nc(-c3ccccn3)no2)c1	0%
O=C1SC(Nc2ccccc2)C(=O)N1c1ccccc1 (configuration not stated)	5%
COc1nnc(-c2ccc(Cl)cc2)c2ccccc12	6%
O=C(CSc1nc2ccccc2[nH]1)Nc1ccc(Cl)cc1	13%
COc1ccccc1C1NC(=O)c2sc(=S)n(-c3ccccc3)c2N1 (configuration not stated)	11%
CN1C(=O)NC(=O)/C(=C/c2ccc(-c3ccc(Br)cc3)o2)C1=O	29%
CCOC(=O)C1=CN(c2ccc(OCC)cc2)C=C(C(=O)OCC)C1c1ccc(F)cc1	17%
Cc1cccc(N(CC(=O)NCc2ccc(Cl)cc2)S(C)(=O)=O)c1	19%
O=C1/C(=C\c2ccccc2OS(=O)(=O)c2ccccc2)SC(=S)N1c1ccccc1	12%
CCCCCc1nc2sc3c(c2c(=O)n1N)CC(C)CC3 (configuration not stated)	2%
NS(=O)(=O)c1ccc(N=Cc2cccc(OCc3ccccc3)c2)cc1	5%
Cc1ccc(C2C3=C(CC(C)(C)CC3=O)OC3=C2C(=O)CC(C)(C)C3)cc1[N+](=O)[O-]	17%
COc1ccc(COCC(O)CN2CCN(c3ccccc3F)CC2)cc1OC (configuration not stated)	0%
CN1CCN(Cc2cc(CSc3ccccc3)c3cccnc3c2O)CC1	25%
